Compound activity (PubChem BioAssay)
Lipid droplet = modulators of hepatic lipid droplet formation. AML12 mouse hepatocytes, oleate lipid droplets, BODIPY imaging. inhibition, % at 6.5 µM. hit rate 0.4% among 240,000. AID 1656;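 active = lipid droplet intensity inhibited by at least 50%, with more than 500 cells counted; inconclusive = wells with under 300 cells, treated as cytotoxic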
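System: AML12 hepatocytes (mouse). Probe or stimulus: oleic acid at 100 µM to induce lipid droplet formation. Times: overnight treatment with compound plus oleate. Detection: Image-based BODIPY and DAPI two-channel analysis. Evaluation: percent inhibition of filter-corrected integrated lipid droplet intensity per well.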
K1F lysis inhibition = inhibition of K1F phage lysis, E. coli UTI89, bacterial capsule biogenesis inhibitors, alamar blue (AID 488966). E. coli UTI89 K1F phage lysis, alamar blue, 2 h; higher % means a stronger effect. inhibition, % at 100 µM, or IC50 in µM where a hit was titrated. hit rate 0.02% among 340,000;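 active = phage lysis inhibition, versus mean bacterial control, above a set limit; inconclusive = no clear call, values can overlap the other calls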;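 note: capsule biogenesis inhibitors block K1F phage lysis so surviving cells raise fluorescence; higher fluorescence means more inhibition of phage lysis; actives were called in the ten point dose series up to 300 µM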
Myeloid diff MLP = compounds promoting myeloid differentiation | hit rate 1% among 360,000 | calls only at 10 µM | AID 624256 | ER-HoxA9 myeloid progenitors, lysozyme-GFP differentiation, flow cytometry;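 active = normalized GFP-positive differentiation at or above the plate's own cutoff, the solvent-only control mean plus 3 SD; inconclusive = no clear call, values can overlap the other calls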;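 note: cells exposed to compound for four days before flow analysis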
Lipid droplet cells 6.5 µM = also measured in Lipid droplet; calls as there; cell count; measured here: cell count, cytotoxicity flag;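 cells counted across two imaged fields per well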
Myeloid diff MLP GFP+ MAC1+ % = second read-out of Myeloid diff MLP, no call of its own (marks repeat the call); GFP+ MAC1+ double positive, %; measured here: differentiation confirmed by MAC1 staining
Active calls of the source: *; i = inactive; ? = inconclusive; . = not tested or not shown; + = active, no number; [ ] = another dose, or the depositor's remark. This is a subset (hit frequency here may not be typical).

| Structure | Lipid droplet | Lipid droplet cells 6.5 µM | K1F lysis inhibition | Myeloid diff MLP | Myeloid diff MLP GFP+ MAC1+ % |
| --- | --- | --- | --- | --- | --- |
| CCOc1ccc(-c2c(=O)n(O)c3ccccc3[n+]2[O-])cc1 | 9 | 879 | 0.0% | i | 0.5 |
| Cc1ccc(NC(=O)Cn2ncn3c(cc4ccccc43)c2=O)c(C)c1 | -21 | 730 | 0.7% | i | 7.7 |
| CN(c1ccc(C(=O)N2CCN(Cc3ccccc3)CC2)cc1)S(=O)(=O)c1ccc(Cl)cc1 | -23 | 875 | -1.1%[50 µM] | i | 1.2 |
| COc1ccc(CC(=O)NCC(=O)NCc2cc(=O)n(C)c(=O)n2C)cc1 | 10 | 735 | 0.3% | i | 0.4 |
| CCCCCN(C(=O)CCC(=O)OCC(=O)N1CCCC(C)C1)c1c(N)n(CCCC)c(=O)[nH]c1=O (stereo unspecified) | 0 | 830 | -0.1% | i | 3.3 |
| CCOc1ccc(CN2CCNC(=O)C2CC(=O)NCC2CCOCC2)cc1 (stereo unspecified) | 5 | 771 | 2.3%[50 µM] | i | 0.0 |
| CCOc1cc(/C=N/NC(=O)C2CCCC2)ccc1O | 1 | 838 | -0.1%[50 µM] | i | 0.2 |
| CNC(=O)C(=O)Nc1cc2c3c(c1)CCC(=O)N3CCC2 | 13 | 722 | 0.2% | i | 2.5 |
| CN(C)CCNC(=O)c1cc2c(s1)-c1ccc(Cl)cc1SC2 | -1 | 777 | 1.9%[50 µM] | ? | . |
| COc1ccc(C(CNC(=O)C2CCN(S(=O)(=O)c3ccc(F)cc3)CC2)N(C)C)cc1 (stereo unspecified) | 0 | 839 | 0.2% | i | 0.7 |
| COc1ccc(S(=O)(=O)N2CCCC(C(=O)NCC3CCCO3)C2)cc1OC (stereo unspecified) | -3 | 785 | 0.6% | i | 0.2 |
| Cc1ccccc1SCC(=O)NCCCn1ccnc1 | 5 | 737 | 1.2% | i | 0.5 |
| CN(c1ccc(C(=O)N2CCN(c3ccccc3F)CC2)cc1)S(=O)(=O)c1ccccc1 | 1 | 779 | 0.3% | i | 1.1 |
| O=C(Cc1ccccc1F)NC1CCCN(Cc2ccc(Cl)cc2)C1 (stereo unspecified) | -15 | 779 | 0.1% | i | 0.6 |
| CC1CCCN(Cc2c(C(=O)N3CCc4ccccc4C3)nc3ccc(Cl)cn23)C1 (stereo unspecified) | -21 | 683 | 0.5% | i | 1.1 |
| Cc1onc(-c2c(Cl)cccc2Cl)c1C(=O)N1CCN(c2ccccc2F)CC1 | -13 | 806 | 0.1% | i | 0.2 |
| Cc1cccc(NC(=O)C2CCN(C(=O)[C@@H]3Cc4ccccc4CN3)CC2)c1 | 4 | 705 | 0.4% | i | 2.7 |
| O=C(O)C=C(Br)Br | 2 | 795 | -0.6% | i | 2.7 |
| COC(=O)[C@@H](Cc1c[nH]c2ccccc12)NC(=O)CCC(=O)c1ccc(F)cc1 | -19 | 777 | 0.3% | i | 0.2 |
| Cn1nc(C(=O)N2CCN(c3ccc(Cl)cc3)CC2)c2c1-c1ccccc1S(=O)(=O)C2 | -29 | 719 | 1.8% | i | 0.5 |
| Cc1ccccc1N(CC(=O)NC1CCCCC1)C(=O)c1csnn1 | -4 | 719 | -0.1% | i | 4.6 |
| Cc1cccc(-n2c(=O)c3ccccc3n3c(=S)[nH]nc23)c1C | 2 | 822 | 0.3% | i | 6.2 |
| CCCCCN(C(=O)CCC(=O)OCC(=O)N1C(C)CCCC1C)c1c(N)n(CCCC)c(=O)[nH]c1=O (stereo unspecified) | -3 | 830 | 0.2% | i | 0.4 |
| Cc1ccc(Cl)cc1N1CCN(S(=O)(=O)c2ccc3c(c2)CC(=O)N3C)CC1 | -21 | 587 | 0.1% | i | 1.1 |
| COC(=O)C1=CN(c2cccc(Cl)c2)C=C(C(=O)OC)C1c1cccc(OC)c1 | -8 | 869 | -0.1% | i | 0.6 |
| C=CCOc1cccc(C(=O)N2CCCC(Nc3ccc4c(c3)OCCO4)C2)c1 (stereo unspecified) | -10 | 682 | 0.1% | i | 0.4 |
| Cc1ccc(NS(=O)(=O)c2ccc(C(=O)NCc3ccccn3)cc2)cc1 | 5 | 848 | -0.1% | i | 3.5 |
| COc1ccc(C(C)(C)C)cc1NC(=O)c1ccc2ncsc2c1 | 18 | 796 | 0.1% | i | 1.4 |
| CCS(=O)(=O)N1CCN(S(=O)(=O)c2ccc3ccccc3c2)CC1 | 1 | 825 | 0.1% | i | 0.5 |
| CCC(C)Sc1nnc(NS(=O)(=O)Cc2ccccc2)s1 (stereo unspecified) | -4 | 774 | 0.9% | i | 0.2 |
| COCCNc1oc(/C=C/c2ccccc2OC)nc1S(=O)(=O)c1ccccc1 | -7 | 769 | 0.4% | i | 1.3 |
| CCCCNC(=S)N(CCO)Cc1cc2cc3c(cc2[nH]c1=O)OCCO3 | 20 | 830 | -0.2% | i | 0.2 |
| CCC(=O)Nc1c2c(nn1-c1ccc([N+](=O)[O-])cc1)CS(=O)(=O)C2 | 9 | 697 | 0.2% | i | 1.0 |
| Cc1cc(=O)oc2cc(OCC(=O)N3CCC(O)CC3)c(Cl)cc12 | 7 | 716 | 0.0% | i | 4.6 |
| COc1cc(OC)cc(C(=O)Nc2ccccc2-c2nnn(CC(=O)Nc3cc(C)on3)n2)c1 | 11 | 769 | 0.0% | i | 1.0 |
| COc1ccc2oc(C(=O)OCC(=O)N3CC(C)OC(C)C3)c(C)c2c1 (stereo unspecified) | -1 | 808 | 0.3%[50 µM] | i | 5.5 |

Rewritten with values under each structure: entries from further up.
Every second line gives: Lipid droplet	Lipid droplet cells 6.5 µM	K1F lysis inhibition	Myeloid diff MLP	Myeloid diff MLP GFP+ MAC1+ %
Cc1ccc(NS(=O)(=O)c2ccc(C(=O)NCc3ccccn3)cc2)cc1
→ 5	848	-0.1%	i	3.5
COc1ccc(C(C)(C)C)cc1NC(=O)c1ccc2ncsc2c1
→ 18	796	0.1%	i	1.4

(more compounds)
| Structure | Lipid droplet | Lipid droplet cells 6.5 µM | K1F lysis inhibition | Myeloid diff MLP | Myeloid diff MLP GFP+ MAC1+ % |
| --- | --- | --- | --- | --- | --- |
| CCCCN(C)CCNC(=S)Nc1ccc2nc(N3CCN(CC)CC3)cc(C)c2c1 | -43 | 780 | 0.0% | i | 2.1 |
| CCN(Cc1ccncc1)Cc1ccc(Br)cc1 | 0 | 800 | 0.8% | i | 0.3 |
| CC(NC(=O)c1ccc(CS(C)(=O)=O)cc1)C1CC2CCC1C2 (stereo unspecified) | -3 | 743 | 0.5% | i | 0.4 |
| O=C(CCl)N1c2ccccc2CCc2ccccc21 | -16 | 734 | -0.1% | + | 11* |
| CCCN1CCC(NC(=O)c2cccc(Oc3ccccc3)c2)CC1 | -8 | 650 | 0.6%[50 µM] | i | 6.3 |
| CCOc1ccc(NC(=O)Cc2ccc(S(=O)(=O)N3CCOCC3)s2)cc1OCC | -2 | 688 | 0.2%[50 µM] | i | 0.0 |
| CC(=O)c1cccc(NS(=O)(=O)c2ccc(-c3cc(C)no3)s2)c1 | 2 | 738 | 0.1% | i | 0.7 |
| COc1ccc2ccccc2c1-c1sc(Nc2ccccc2)n[n+]1-c1ccc(F)cc1 | 1 | 720 | -0.7% | i | 2.3 |
| CC(=O)N1c2ccc(S(=O)(=O)NCC3CCC(C(=O)Nc4cccc(C)n4)CC3)cc2CC1C (stereo unspecified) | -18 | 686 | 0.1% | i | 0.0 |
| COc1ccc(CNC(=O)CCS(=O)(=O)c2ccc(Br)cc2)cc1 | 21 | 680 | 1.1% | i | 1.9 |
| COC(=O)[C@H](Cc1ccccc1)N(C)S(=O)(=O)c1cccc(S(=O)(=O)N(C)[C@@H](Cc2ccccc2)C(=O)OC)c1 | -18 | 772 | -0.2% | i | 0.7 |
| C=CCNc1nc2ccccc2nc1NS(=O)(=O)c1ccc(Br)cc1 | 1 | 850 | -0.1% | i | 0.7 |
| COc1cccc(NC(=O)N2C3CCCC2CC(NC(=O)C2CC2)C3)c1 (stereo unspecified) | 7 | 831 | 0.2% | i | 2.3 |
| CCN(CC)C(=O)Cn1cc(S(=O)(=O)CC(=O)Nc2ccccc2F)c2ccccc21 | -7 | 726 | 1.3%[50 µM] | i | 0.0 |
| CN(C)c1ccc(/C=C2\C(=N)N3N=C(CC(=O)N4CCCCC4)SC3=NC2=O)cc1 | 6 | 701 | 3.9% | + | 2.0* |
| COc1ccc(S(=O)(=O)N2CCOCC2)cc1C(=O)N1CCCC1 | -2 | 767 | -0.2%[50 µM] | i | 0.5 |
| CC(=O)C1=C(O)C(=O)N(c2ccc(C(=O)O)cc2)C1c1ccc([N+](=O)[O-])cc1 (stereo unspecified) | -1 | 777 | 0.3% | i | 1.0 |
| Cc1nc(NCCc2ccccc2)sc1C(=O)N(C)C | -8 | 775 | 0.0% | i | 0.9 |
| O=C(c1ccc(OC2CCN(Cc3cccc(F)c3)CC2)cc1)N1CCCCC1 | -15 | 687 | 0.1% | i | 0.9 |
| COc1ccc(N2CCN(S(=O)(=O)CCNC(=O)C3CC(=O)N(c4ccccc4)C3)CC2)cc1 (stereo unspecified) | -8 | 715 | 0.2% | i | 1.2 |
| COc1ccc(O)c(-c2[nH]ncc2C(=O)c2cccc(C)c2)c1 | -16 | 846 | 0.0% | i | 0.3 |
| COc1ccccc1C(=O)Nc1ccnn1C1CCN(Cc2csc(C(C)=O)c2)CC1 | -28 | 596 | 0.6% | i | 0.7 |
| Nc1ccccc1SCC(=O)Nc1cccc2ccccc12 | 2 | 813 | -0.5% | i | 0.5 |
| COc1ccc2cc(C(=O)C3CCCN(C(=O)c4cnn(C(C)C)c4)C3)ccc2c1 (stereo unspecified) | -22 | 709 | 0.1% | i | 1.9 |
| COc1ccc(/C=C(\C#N)C(=O)Nc2ccccn2)cc1 | 3 | 411 | -0.1% | i | 0.2 |
| O=C(N/N=C\c1c(O)ccc2ccccc12)c1cncc(Br)c1 | -121 | 546 | 0.2% | ? | . |
| CCOc1nc(-c2ccccc2)c2cc(Br)ccc2n1 | 18 | 732 | 1.2% | i | 0.2 |
| O=C(O)c1cccnc1SCc1ccc([N+](=O)[O-])cc1 | -1 | 838 | 0.0% | i | 0.6 |
| CCn1cc(CNC(=O)C2CCC(=O)N(Cc3ccc(Cl)cc3)C2)cn1 (stereo unspecified) | 1 | 745 | 0.1% | i | 6.8 |
| CCc1nn(CCCC(=O)NCc2cc(Br)ccc2OC)c(=O)c2cc3occc3n12 | -2 | 702 | 0.2% | i | 1.8 |
| COc1cc(NC(=S)N2CCN(S(=O)(=O)c3ccc(C)cc3)CC2)cc(OC)c1 | -71 | 671 | 0.1% | i | 5.9 |
| CCCCN(C)C(=O)c1cc2c(Cl)nc3ccccc3c2s1 | -36 | 846 | 0.0% | i | 0.4 |
| COc1ccc(-c2cc(C(=O)N3CCN(C(=O)c4ccccc4F)CC3)[nH]n2)cc1 | 16 | 748 | 0.5% | i | 3.5 |
| COc1ccc(CNC(=O)CCc2nnc3ccc(N4CCC5(CC4)OCCO5)nn23)cc1 | 20 | 717 | 0.1% | i | 2.0 |
| O=[N+]([O-])c1ccc(OCCCOc2cccc3cccnc23)cc1 | -8 | 798 | 0.3% | i | 0.2 |
| CC1(C)Cc2ccccc2C(NNC(=O)c2ccc(Br)o2)=N1 | -89 | 697 | 1.1%[50 µM] | i | 0.9 |

Only Lipid droplet and K1F lysis inhibition, for two of the compounds above:
compound,Lipid droplet,K1F lysis inhibition
CCn1cc(CNC(=O)C2CCC(=O)N(Cc3ccc(Cl)cc3)C2)cn1 (stereo unspecified),1,0.1%
CCc1nn(CCCC(=O)NCc2cc(Br)ccc2OC)c(=O)c2cc3occc3n12,-2,0.2%

More entries
| Structure | Lipid droplet | Lipid droplet cells 6.5 µM | K1F lysis inhibition | Myeloid diff MLP | Myeloid diff MLP GFP+ MAC1+ % |
| --- | --- | --- | --- | --- | --- |
| C/C(=N\Nc1ccccc1)c1cccc(N)c1 | 8 | 808 | -1.7% | i | 0.3 |
| O=S(=O)(Nc1cccc(-c2cn3c(n2)SCC3)c1)c1ccc(F)cc1F | -19 | 682 | 0.2% | i | 1.7 |
| COc1ccc(-c2nc3c(c(=O)[nH]c(=O)n3Cc3ccccc3)n2CCO)cc1 | -4 | 722 | 1.1% | i | 1.6 |
| Cn1ncc([N+](=O)[O-])c1C(=O)Nc1ccccc1Cl | -26 | 795 | -0.3% | i | 1.1 |
| CC(C)Sc1nnc(-c2ccc(S(=O)(=O)N3CCOCC3)cc2)n1C | -3 | 741 | 0.5% | i | 1.2 |
| Cc1ccc(-c2nnc(COC(=O)c3cccs3)o2)cc1 | 2 | 852 | 0.5%[50 µM] | i | 1.9 |
| C[C@@H](C(=O)Nc1ccc2c(c1)OCO2)n1c(=O)[nH]c2ccccc2c1=O | 3 | 827 | 1.1% | ? | . |
| CCc1ccc(CN(C)C(=O)c2cc(COc3ccc(OC)cc3Cl)on2)nc1 | 7 | 845 | 1.3%[50 µM] | i | 1.5 |
| C[C@H]1[C@H]2c3nc4ccccc4n3C[C@H]1ON2C1CCCCC1 | -117 | 382 | 1.2% | i | 1.7 |
